TRPC4 PAM: TRPC4 (mouse) allosteric potentiation; Q9QUQ5; HEK293 TRPC4beta/mu-opioid, DAMGO EC20, Fluo-4 Ca2+ flux; stronger effect = higher value; B-score at 10 µM; 310,000 tested, 0.42% active; AID 2227;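 active = B-score of calcium response area above 5 SD of library B-scores, with initial fluorescence ratio within 5 SD of library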;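 note: B-score of integrated fluorescence ratio over time as area under calcium response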
TRPC4 inh: blocks the mouse TRPC4 cation channel; Q9QUQ5; HEK293 TRPC4beta/mu-opioid, DAMGO-evoked Fluo4 calcium flux; stronger effect = lower value; B-score at 10 µM; 300,000 tested, 0.39% active;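 active = B-score over 3 SD under the library average, no early fluorescence shift, positive overall ratio signal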
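Material: HEK293 cells with stable TRPC4beta plus mu-opioid receptor expression; probe or stimulus: DAMGO in two steps, submaximal then maximal; technique: Fluo4 calcium fluorescence by kinetic imaging, 5 s 1 Hz baseline; measure: integrated fluorescence ratio relative to baseline, converted to per-well B score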
TRPC4 agonist: opens the mouse TRPC4 cation channel; Q9QUQ5; AID 2237; HEK293 TRPC4beta/mu-opioid, Fluo4 calcium fluorescence; stronger effect = higher value; B-score at 10 µM; 310,000 tested, 0.49% active;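 active = B-score above 5 SD of library B-scores, and initial fluorescence ratio not above library mean plus 5 SD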;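 note: positive B-score marks a calcium rise read as TRPC4 activation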
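Assay system: HEK293 cells stably co-expressing mouse TRPC4beta and mu-opioid receptor / Timing: Fluo4 dye loading 45 min at room temperature, 110 s recording / Signal: Fluo4 calcium-sensitive dye fluorescence, kinetic, 1 Hz baseline / Read-out: integrated baseline-normalised fluorescence ratio, converted to per-well B score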
TRPC6 act: activates the mouse TRPC6 cation channel; Q61143; HEK293-TRPC6 membrane potential dye fluorescence; stronger effect = higher value; B-score at 10 µM; 310,000 tested, 0.13% active; AID 2550;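 active = B-score of the integrated fluorescence ratio above library mean plus 3 SD, and starting fluorescence ratio within library mean plus 5 SD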;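 note: higher score means more depolarization so channel activation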
Target sequence (Q61143 whole entry, looked up): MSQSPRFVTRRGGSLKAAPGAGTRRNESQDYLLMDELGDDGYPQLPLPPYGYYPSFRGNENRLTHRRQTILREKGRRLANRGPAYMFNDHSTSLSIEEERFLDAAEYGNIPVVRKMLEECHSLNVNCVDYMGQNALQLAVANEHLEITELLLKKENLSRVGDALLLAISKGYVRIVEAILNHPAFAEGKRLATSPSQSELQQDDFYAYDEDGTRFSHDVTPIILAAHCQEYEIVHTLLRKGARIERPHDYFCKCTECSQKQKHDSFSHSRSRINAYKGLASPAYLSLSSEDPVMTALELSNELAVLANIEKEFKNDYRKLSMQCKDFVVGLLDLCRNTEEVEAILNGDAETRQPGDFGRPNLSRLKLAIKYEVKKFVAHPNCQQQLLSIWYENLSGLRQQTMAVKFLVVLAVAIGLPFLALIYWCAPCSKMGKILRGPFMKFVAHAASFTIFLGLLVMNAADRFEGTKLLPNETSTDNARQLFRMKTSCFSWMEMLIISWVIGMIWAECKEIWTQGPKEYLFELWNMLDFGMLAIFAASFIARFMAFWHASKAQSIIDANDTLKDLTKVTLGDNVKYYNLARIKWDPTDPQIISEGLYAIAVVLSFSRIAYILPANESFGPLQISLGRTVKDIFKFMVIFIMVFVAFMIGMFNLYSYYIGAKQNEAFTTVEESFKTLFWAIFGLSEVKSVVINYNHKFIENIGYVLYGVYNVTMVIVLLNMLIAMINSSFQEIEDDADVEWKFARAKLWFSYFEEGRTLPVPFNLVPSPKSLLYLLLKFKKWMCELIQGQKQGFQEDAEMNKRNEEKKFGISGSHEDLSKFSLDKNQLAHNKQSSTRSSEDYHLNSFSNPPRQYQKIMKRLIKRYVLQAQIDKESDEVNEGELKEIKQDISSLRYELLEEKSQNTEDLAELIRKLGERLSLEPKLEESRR
MrgX1 antagonist: human MrgX1 receptor antagonism, primary screen. Q96LB2. MRGX1-HEK293 calcium flux, Fluo-4, BAM8-22 antagonism; stronger effect = lower value. B-score at 10 µM. 310,000 tested, 1.3% active. AID 588676;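 active = calcium-response B-score plate-corrected more than 3 library SD below zero, starting fluorescence within 5 deviations, no agonist response on first addition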;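 note: peak minus trough fluorescence over baseline after final BAM8-22 challenge near maximal dose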
MrgX1 ag: activates human MrgX1 receptor signaling; Q96LB2; MrgX1-HEK293 cells, Fluo-4 calcium fluorescence, agonist mode; stronger effect = higher value; B-score at 10 µM; 310,000 tested, 0.44% active; AID 588627;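 active = calcium response B-score plate-corrected fluorescence ratio at least 3 library SD, with starting fluorescence B-score inside 5 SD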
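Assay system: stable human MrgX1 HEK293 cell line. Quantity: 15,000 cells per well. Schedule: cells plated overnight, dye loaded 0.5 h 37 °C, 0.5 h room temperature. Detection: Fluo-4 NW calcium-flux fluorescence, kinetic read. Read-out basis: peak-minus-minimum fluorescence over baseline, converted to B scores. Control set: positive and negative control wells on each plate.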
TRPC6 inh: mouse TRPC6 channel inhibition; Q61143; HEK293-TRPC6, membrane potential dye, ACh-evoked depolarization; stronger effect = lower value; B-score at 10 µM; 310,000 tested, 1.1% active; AID 2553;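 active = B-score under library mean minus 3 SD, initial fluorescence not abnormally high, positive integrated signal ratio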;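 note: B-score derived from integrated fluorescence ratio over the kinetic read; more negative B-score means stronger inhibition of depolarization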
AI-2 QS mod: modulates the Vibrio harveyi AI-2 quorum sensing system; Vibrio harveyi JMH597 AI-2 luminescence/OD600 ratio, 9 h; stronger effect = lower value; strain lacks LuxN and CqsS sensors; 0 = neutral-control median; activity change, % at 7.5 µM; 300,000 tested, 0.4% active; AID 2094; in the data active = activity change below about -75%, passing the limit was not always enough;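 note: luminescence divided by OD600 gain over 9 h not by final OD600 alone; inactives centre near 13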
MrgX1 PAM: allosterically activates human MrgX1 receptor signaling. 310,000 tested, 0.63% active. MrgX1-HEK293, Fluo-4 calcium flux, FDSS; stronger effect = higher value. B-score at 10 µM. Q96LB2;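 active = plate-corrected calcium response at least 3 library SD above typical, normal starting fluorescence, not activating the receptor alone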;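 note: compound read alongside a low EC10 to EC30 dose of BAM8-22 agonist; peak minus trough fluorescence over baseline measured at the second addition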
PolyA inhibitor: yeast polyadenylation inhibition; 300,000 tested, 0.02% active; AID 1875; calls only at 12 µM; S. cerevisiae SKY197-pL101 polyadenylation reporter, beta-gal luminescence; efflux-impaired pdr1/pdr3 knockout yeast; score 100 = 6 SD above DMSO;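 active = lowest replicate activity score at least 50, where 100 means six control SD above control mean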;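 note: yeast exposed to compound for 9 h at 30 °C; higher score means more reporter readthrough which indicates perturbed polyadenylation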
HIF activator: HIF pathway transcriptional activation; U2OS HRE-luciferase reporter, luminescence; normalized: DMSO 0%, desferrioxamine 100%; activation, % at 7.5 µM (by protocol); 300,000 tested, 0.32% active;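 active = mean activation of at least 10% of the iron chelator positive control signal, with at least half of replicates also reaching 10%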
An asterisk follows results filed as active. These rows are one share of the data; rates above refer to the full screens.

`N#C/C(=C(/O)COC(=O)c1ccc(C#N)cc1)c1nc2ccccc2s1` gave TRPC4 PAM inactive, TRPC4 inh inactive, TRPC4 agonist inactive, TRPC6 act inactive, MrgX1 antagonist inactive, MrgX1 ag inactive, TRPC6 inh inactive, AI-2 QS mod 5, MrgX1 PAM inactive, PolyA inhibitor inactive and HIF activator 0.1.
Screening CN(C)C=NC(=O)c1cc(C(=O)c2ccc(F)cc2)c[nH]1 returned TRPC4 PAM inactive, TRPC4 inh inactive, TRPC4 agonist inactive, TRPC6 act inactive, MrgX1 antagonist inactive, MrgX1 ag inactive, TRPC6 inh inactive, AI-2 QS mod -8, MrgX1 PAM inactive, PolyA inhibitor inactive and HIF activator 1.4.
`CC(=O)c1cccc(OCC(=O)c2cc(C)n(-c3cc(C)on3)c2C)c1` gave TRPC4 PAM inactive, TRPC4 inh inactive, TRPC4 agonist inactive, TRPC6 act inactive, MrgX1 antagonist inactive, MrgX1 ag inactive, TRPC6 inh inactive, AI-2 QS mod 11, MrgX1 PAM inactive, PolyA inhibitor inactive and HIF activator 0.1.
Cc1ccc(N2CC(C(=O)Nc3c4c(nn3C(C)(C)C)CS(=O)(=O)C4)CC2=O)cc1C (stereo unspecified) was read as TRPC4 PAM inactive, TRPC4 inh inactive, TRPC4 agonist inactive, TRPC6 act inactive, MrgX1 antagonist inactive, MrgX1 ag inactive, TRPC6 inh inactive, AI-2 QS mod 5, MrgX1 PAM inactive, PolyA inhibitor inactive and HIF activator -0.3.
For O=C(NCCCN1CCOCC1)c1ccc(CS(=O)(=O)Cc2ccc(Cl)cc2)o1 the results were TRPC4 PAM inactive, TRPC4 inh inactive, TRPC4 agonist inactive, TRPC6 act inactive, MrgX1 antagonist inactive, MrgX1 ag inactive, TRPC6 inh inactive, AI-2 QS mod 8, MrgX1 PAM inactive, PolyA inhibitor inactive and HIF activator -0.3.
`CCOC(=O)N1CCN(CCC(=O)Nc2ccccc2OC)CC1` gave TRPC4 PAM inactive, TRPC4 inh inactive, TRPC4 agonist inactive, TRPC6 act inactive, MrgX1 antagonist inactive, MrgX1 ag inactive, TRPC6 inh inactive, AI-2 QS mod 21, MrgX1 PAM inactive, PolyA inhibitor inactive and HIF activator -1.8.
`CC1CCN(c2ccc3nnc(CCC(=O)N4CCN(c5ccc(F)cc5)CC4)n3n2)CC1` gave TRPC4 PAM inactive, TRPC4 inh inactive, TRPC4 agonist inactive, TRPC6 act inactive, MrgX1 antagonist inactive, MrgX1 ag inactive, TRPC6 inh inactive, AI-2 QS mod 18, MrgX1 PAM inactive, PolyA inhibitor inactive and HIF activator 0.4.
CCOc1ccccc1/C=N/Nc1nc2c(N)ncnc2n1[C@H]1O[C@@H](CO)[C@H](O)[C@@H]1O was read as TRPC4 PAM inactive, TRPC4 inh inactive, TRPC4 agonist inactive, TRPC6 act inactive, MrgX1 antagonist inactive, MrgX1 ag inactive, TRPC6 inh inactive, AI-2 QS mod 6, MrgX1 PAM inactive, PolyA inhibitor inactive and HIF activator -0.7.
Screening O=c1cc[nH]c2cc(C(F)(F)F)ccc12 returned TRPC4 PAM inactive, TRPC4 inh inactive, TRPC4 agonist inactive, TRPC6 act inactive, MrgX1 antagonist inactive, MrgX1 ag inactive, TRPC6 inh inactive, AI-2 QS mod 3, MrgX1 PAM inactive, PolyA inhibitor inactive and HIF activator 0.1.
For NC(=O)CC(NC(=O)c1ccccc1)C(=O)O (stereo unspecified) the results were TRPC4 PAM inactive, TRPC4 inh inactive, TRPC4 agonist inactive, TRPC6 act inactive, MrgX1 antagonist inactive, MrgX1 ag inactive, TRPC6 inh inactive, AI-2 QS mod 7, MrgX1 PAM inactive, PolyA inhibitor inactive and HIF activator 0.0.
For O=C1CC(SC(=Nc2ccccc2)Nc2ccccc2)C(=O)N1c1ccc(Cl)cc1 (stereo unspecified) the results were TRPC4 PAM inactive, TRPC4 inh inactive, TRPC4 agonist inactive, TRPC6 act inactive, MrgX1 antagonist inactive, MrgX1 ag inactive, TRPC6 inh inactive, AI-2 QS mod 4, MrgX1 PAM inactive, PolyA inhibitor inactive and HIF activator -0.2.
Screening CC(=O)N/C(=N/c1nc(C)cc(C)n1)Nc1cccc(C)c1 returned TRPC4 PAM inactive, TRPC4 inh inactive, TRPC4 agonist inactive, TRPC6 act inactive, MrgX1 antagonist inactive, MrgX1 ag inactive, TRPC6 inh inactive, AI-2 QS mod -8, MrgX1 PAM inactive, PolyA inhibitor inactive and HIF activator 0.8.
For Cc1cc(C)cc(NS(=O)(=O)c2ccc3c(c2)c(=O)n(C)c(=O)n3C)c1 the results were TRPC4 PAM inactive, TRPC4 inh inactive, TRPC4 agonist inactive, TRPC6 act inactive, MrgX1 antagonist inactive, MrgX1 ag inactive, TRPC6 inh inactive, AI-2 QS mod 39, MrgX1 PAM inactive, PolyA inhibitor inactive and HIF activator -1.4.
For COc1ccccc1NC(=O)C1=C(C)NC(=O)NC1c1cccs1 (stereo unspecified) the results were TRPC4 PAM inactive, TRPC4 inh inactive, TRPC4 agonist inactive, TRPC6 act inactive, MrgX1 antagonist inactive, MrgX1 ag inactive, TRPC6 inh inactive, AI-2 QS mod 1, MrgX1 PAM inactive, PolyA inhibitor inactive and HIF activator -0.3.
Screening COc1ccc(C2(C(=O)O)CCCC2)cc1 returned TRPC4 PAM inactive, TRPC4 inh inactive, TRPC4 agonist inactive, TRPC6 act inactive, MrgX1 antagonist inactive, MrgX1 ag inactive, TRPC6 inh inactive, AI-2 QS mod 15, MrgX1 PAM inactive, PolyA inhibitor inactive and HIF activator -0.6.
Screening CCn1c(C(C)NC(=O)c2cccc(C)c2)n[nH]c1=S (stereo unspecified) returned TRPC4 PAM inactive, TRPC4 inh inactive, TRPC4 agonist inactive, TRPC6 act inactive, MrgX1 antagonist inactive, MrgX1 ag inactive, TRPC6 inh inactive, AI-2 QS mod 19, MrgX1 PAM inactive, PolyA inhibitor inactive and HIF activator 0.0.
For NS(=O)(=O)c1ccc(CCNC(=O)C2CCCCN2S(=O)(=O)c2ccccc2)cc1 (stereo unspecified) the results were TRPC4 PAM inactive, TRPC4 inh inactive, TRPC4 agonist inactive, TRPC6 act inactive, MrgX1 antagonist inactive, MrgX1 ag inactive, TRPC6 inh inactive, AI-2 QS mod 19, MrgX1 PAM inactive, PolyA inhibitor inactive and HIF activator 0.9.
`Cc1nc2nc[nH]n2c(=O)c1NS(=O)(=O)c1ccc([N+](=O)[O-])cc1` gave TRPC4 PAM inactive, TRPC4 inh inactive, TRPC4 agonist inactive, TRPC6 act inactive, MrgX1 antagonist inactive, MrgX1 ag inactive, TRPC6 inh inactive, AI-2 QS mod 8, MrgX1 PAM inactive, PolyA inhibitor inactive and HIF activator -0.4.
c1ccc(-c2cncn2-c2ccccc2)cc1 was read as TRPC4 PAM inactive, TRPC4 inh inactive, TRPC4 agonist inactive, TRPC6 act inactive, MrgX1 antagonist inactive, MrgX1 ag inactive, TRPC6 inh inactive, AI-2 QS mod 17, MrgX1 PAM inactive, PolyA inhibitor inactive and HIF activator 2.1.
Cc1ccc(S(=O)(=O)Oc2ccc(C(c3c(C)[nH][nH]c3=O)c3c(C)[nH][nH]c3=O)cc2)cc1 was read as TRPC4 PAM inactive, TRPC4 inh inactive, TRPC4 agonist inactive, TRPC6 act inactive, MrgX1 antagonist inactive, MrgX1 ag inactive, TRPC6 inh inactive, AI-2 QS mod -3, MrgX1 PAM inactive, PolyA inhibitor inactive and HIF activator 0.1.
`CN1C(=O)c2cccc3c(N)ccc(c23)C1=O` gave TRPC4 PAM inactive, TRPC4 inh inactive, TRPC4 agonist inactive, TRPC6 act inactive, MrgX1 antagonist inactive, MrgX1 ag inactive, TRPC6 inh inactive, AI-2 QS mod 12, MrgX1 PAM inactive, PolyA inhibitor inactive and HIF activator 1.2.
Screening Cn1c(-c2ccc(F)cc2)cnc1NCc1ccccc1 returned TRPC4 PAM inactive, TRPC4 inh inactive, TRPC4 agonist inactive, TRPC6 act inactive, MrgX1 antagonist inactive, MrgX1 ag inactive, TRPC6 inh inactive, AI-2 QS mod 8, MrgX1 PAM inactive, PolyA inhibitor inactive and HIF activator 0.4.
Screening CCN1CCN(Cc2ccc(NC(=O)Nc3ccc(SC)cc3)cc2)CC1 returned TRPC4 PAM inactive, TRPC4 inh inactive, TRPC4 agonist inactive, TRPC6 act inactive, MrgX1 antagonist inactive, MrgX1 ag inactive, TRPC6 inh inactive, AI-2 QS mod 0, MrgX1 PAM inactive, PolyA inhibitor inactive and HIF activator 2.9.
Screening c1c(C2CCCCC2)n[nH]c1CN1CCCCC1 returned TRPC4 PAM inactive, TRPC4 inh inactive, TRPC4 agonist inactive, TRPC6 act inactive, MrgX1 antagonist inactive, MrgX1 ag inactive, TRPC6 inh inactive, AI-2 QS mod 20, MrgX1 PAM inactive, PolyA inhibitor inactive and HIF activator 0.3.
Screening COc1cc(OC)c(C(=O)O/N=C(\N)c2cccc(C)c2)cc1OC returned TRPC4 PAM inactive, TRPC4 inh inactive, TRPC4 agonist inactive, TRPC6 act inactive, MrgX1 antagonist inactive, MrgX1 ag inactive, TRPC6 inh inactive, AI-2 QS mod 22, MrgX1 PAM inactive, PolyA inhibitor inactive and HIF activator -3.0.
`CCOC(=O)C1C(=O)C=C(c2ccc(C)cc2)CC1c1cccc([N+](=O)[O-])c1` (stereo unspecified) gave TRPC4 PAM 24*, TRPC4 inh inactive, TRPC4 agonist inactive, TRPC6 act inactive, MrgX1 antagonist inactive, MrgX1 ag inactive, TRPC6 inh inactive, AI-2 QS mod 9, MrgX1 PAM inactive, PolyA inhibitor inactive and HIF activator 0.5.

Bioassay records: PubChem, several laboratories
